PTHR1 agonist – qHTS for PTHR1 Agonists: Primary Screen; Parathyroid hormone/parathyroid hormone-related peptide receptor (Homo sapiens), Q03431; HEK293 GP2 PTHR1 cells, GloSensor cAMP luminescence, 1 h; Potency, µM (highest dose often 115 µM), without a hit: at the top dose activation, most hits filed as activators; hit rate 0.075% among 410,000; AID 743266, 2014; also: nearly all actives have a fitted effect of over 55% in size; some results filed as inactive show a strong effect at the top dose; inactives centre near -15; many of its hits are not listed in these tables
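HEK-293-derived GP2 cells expressing PTHR1 and a GloSensor cAMP reporter, 3,000/well, plated overnight, given luciferin plus IBMX (each 0.5 mM as added) for 1 h at 37 °C, then compound for 1 h at 37 °C. Luminescence was read after 15 min at room temperature.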
EPAC1 ag – qHTS for Agonist of cAMP-regulated guanine nucleotide exchange factor 3 (EPAC1): primary screen. Rap guanine nucleotide exchange factor 3 (Homo sapiens), O95398. EPAC1 agonist qHTS, biochemical assay; response scale: 100% = response to 6.5 mM cAMP. Potency, µM (series often up to 154 µM), for inactives: at the highest dose activation, usual class: activators. hit rate 0.073% among 360,000. AID 720707, 2013; also: nearly all actives have a fitted effect of over 60% in size
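Nucleotide exchange assay: 100 nM EPAC1 with 250 nM Rap1B loaded with BODIPY-GDP and 50 uM GDP, room temperature. Fluorescence (480/540 nm) read every 5 min for 30 min; signal change normalized to 6.5 mM cAMP as full agonist.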
EPAC2 antagonist – qHTS for Antagonist of cAMP-regulated guanine nucleotide exchange factor 2 (EPAC2): primary screen; Rap guanine nucleotide exchange factor 4 (Homo sapiens), Q8WZA2; EPAC2 GEF exchange of Rap1B-BODIPY-GDP, fluorescence; Potency, µM (doses to about 114 µM), for inactives: top-dose activity, negative = inhibition, usual class: inhibitors; hit rate 0.18% among 360,000; also: % is scaled to controls: 0 for no effect and ±100 for the full control effect; nearly all actives have a fitted effect of over 45% in size; many of its hits are not listed in these tables
Target sequence (Q8WZA2 whole entry, looked up): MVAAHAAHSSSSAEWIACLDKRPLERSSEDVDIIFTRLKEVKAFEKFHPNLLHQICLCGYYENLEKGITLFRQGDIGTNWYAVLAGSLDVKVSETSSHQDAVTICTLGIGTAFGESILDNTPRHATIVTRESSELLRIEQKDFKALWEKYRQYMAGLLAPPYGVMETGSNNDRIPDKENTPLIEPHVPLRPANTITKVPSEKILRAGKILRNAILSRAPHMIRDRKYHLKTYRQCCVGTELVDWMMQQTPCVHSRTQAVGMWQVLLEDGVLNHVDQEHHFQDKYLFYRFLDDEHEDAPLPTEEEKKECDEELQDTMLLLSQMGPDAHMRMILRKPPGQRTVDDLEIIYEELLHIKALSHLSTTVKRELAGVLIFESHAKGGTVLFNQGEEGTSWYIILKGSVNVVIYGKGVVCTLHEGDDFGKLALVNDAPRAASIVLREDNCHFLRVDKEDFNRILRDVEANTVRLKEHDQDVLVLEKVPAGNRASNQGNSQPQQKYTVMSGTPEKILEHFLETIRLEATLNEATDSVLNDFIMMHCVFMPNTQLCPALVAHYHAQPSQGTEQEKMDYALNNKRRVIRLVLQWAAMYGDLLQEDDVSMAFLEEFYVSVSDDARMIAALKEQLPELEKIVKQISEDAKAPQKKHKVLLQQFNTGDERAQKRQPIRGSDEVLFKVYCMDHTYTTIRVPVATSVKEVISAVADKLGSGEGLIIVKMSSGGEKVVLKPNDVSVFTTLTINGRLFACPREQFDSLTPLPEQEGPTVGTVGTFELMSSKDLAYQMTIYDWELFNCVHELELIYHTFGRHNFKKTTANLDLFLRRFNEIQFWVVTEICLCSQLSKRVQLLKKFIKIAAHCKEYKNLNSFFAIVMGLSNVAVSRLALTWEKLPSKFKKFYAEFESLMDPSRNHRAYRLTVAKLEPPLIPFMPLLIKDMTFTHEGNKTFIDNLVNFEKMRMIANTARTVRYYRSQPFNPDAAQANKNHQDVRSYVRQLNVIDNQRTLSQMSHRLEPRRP
EPAC1 antag – qHTS for Antagonist of cAMP-regulated guanine nucleotide exchange factor 3 (EPAC1): primary screen; Potency, µM (series often up to 115 µM), for the others: at the top dose activity change, negative = inhibition, hits mostly inhibitors; EPAC1 GEF assay, Rap1b-BODIPY-GDP exchange fluorescence; hit rate 0.14% among 360,000; Rap guanine nucleotide exchange factor 3 (Homo sapiens), O95398;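 also: plate controls were vehicle for no effect and positive control for full effect; nearly all actives have a fitted effect of over 50% in size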
FUS yeast rescue – qHTS for Suppressors of FUS Proteinopathy: Primary screen using FUS-linked yeast assay; AID 1347120, 2019; hit rate 0.24% among 390,000; S. cerevisiae FUS-expressing, growth rescue, OD600, 24 h; Potency, µM (highest dose often 76.6 µM), for inactives: at the top dose growth rescue (activation), hits mostly activators;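 also: plate controls were DMSO vehicle for no effect and reference control for full effect; nearly all actives have a fitted effect of over 55% in size; some results filed as inactive show a strong effect at the top dose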
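Quantitative HTS measuring growth restoration of FUS-toxic yeast. Galactose-induced cells (OD 0.005) were exposed 24hr at 30C to compounds at several concentrations, then absorbance at 600 nm was recorded.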
TDP43 rescue – qHTS of TDP-43 Inhibitors. TDP-43 expressing yeast growth rescue, BacTiter-Glo, 24 h. Potency, µM (series often up to 46.1 µM), inactives show top-dose growth rescue (activation), hits mostly activators. hit rate 1.8% among 410,000. AID 652104, 2013; also: % of control where 0% means no effect; nearly all actives have a fitted effect of over 50% in size
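Cell-based yeast growth screen: TDP-43 expression induced in galactose, inoculum OD600=0.02 after raffinose pregrowth to mid-log. Read-out BacTiter-Glo luminescence at 24 hr, 30 deg C; inhibition of toxicity seen as signal increase.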
aSyn yeast inh – qHTS of alpha-syn Inhibitors. Yeast expressing alpha-synuclein, growth rescue, BacTiter-Glo, 24 h. AID 652106, 2013. Potency, µM (series often up to 46.1 µM), for the others: top-dose growth rescue (activation), most hits filed as activators. hit rate 0.14% among 370,000; also: % of control where 0% means no effect; nearly all actives have a fitted effect of over 65% in size
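Screening used galactose-induced yeast with toxic alpha-synuclein levels, exposed to compound for 24 hr at 30 deg C. Cell growth, read with BacTiter-Glo luminescence, gave the measured signal.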
EPAC2 agonist – qHTS for Agonist of cAMP-regulated guanine nucleotide exchange factor 4 (EPAC2): primary screen; Rap guanine nucleotide exchange factor 4 (Homo sapiens), Q8WZA2; EPAC2 activation, biochemical qHTS; response scale: 100% = 6.5 mM cAMP response; Potency, µM (series often up to 154 µM), for inactives: at the highest dose activation, most hits filed as activators; hit rate 0.079% among 360,000; AID 720711, 2013; also: nearly all actives have a fitted effect of over 50% in size
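Compounds were titrated in qHTS against a Rap1B-BODIPY-GDP (250 nM) complex with EPAC2 (100 nM) and GDP (50 uM). BODIPY-GDP release tracked at 480/540 nm over 30 min at room temperature, normalized to 6.5 mM cAMP.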
Starred values were filed as active, the others as inactive; i = inactive; ? = inconclusive; nt = no result given; & = joins results of further samples; [ ] = another dose, or the depositor's remark. Calls follow the shape of the dose curve; as a rule, active = well fitted curve in the direction sought with a large enough effect; inconclusive = small, poorly fitted or top-dose-only effect, or another doubt; inactive = no such curve, though single readings can be large; an effect the other way counts as inactive or inconclusive. Potency is read from the fitted curve at half-maximal effect. A portion of the library (hit frequency here may not be typical).

1	CCc1ccc(C2C(C(C)=O)=C(C(=O)OC)Nc3nnnn32)cc1 (centres undefined)
2	CC(NC(=O)c1cc2c(=O)n(C)c3ccccc3c2n1C)c1ccc2c(c1)OCCO2 (centres undefined)
3	CCCc1[nH]nc2c1C1(C(=O)N(CC)c3ccccc31)C(C#N)=C(N)O2 (centres undefined)
4	COc1ccccc1N(CCC#N)C(=O)COC(=O)CCC(=O)c1ccc(F)cc1
5	c1cnc(N2CCN(Cc3ccc4c(c3)OCO4)CC2)cn1
6	CN(CC(=O)Nc1ccc(Cl)c(C(F)(F)F)c1)C(=O)CCC(=O)c1ccccc1
7	N#CCSc1ccsc1C(=O)Nc1ccc(F)cc1
8	CN(C)S(=O)(=O)c1cccc(C(=O)OCC(=O)Nc2sccc2C#N)c1
9	Cc1ccc(-c2nn3c(C)nnc3c3ccccc23)cc1S(=O)(=O)NCCO
10	COc1cc(C(=O)N2CCC(c3nc(-c4cccnc4)no3)CC2)cc(OC)c1OC
screen / no.	1	2	3	4	5	6	7	8	9	10
PTHR1 agonist	i	-15%	-13%[57.5 µM]	-15%	i	-31%[inhibitor]	2%[57.5 µM]	-3%	-24%&-14%	-10%[57.5 µM]
EPAC1 ag	1%	16%	3%	2%	-7%	-1%	-1%	11%	-7%	-3%
EPAC2 antagonist	-1%	8%	-3%	1%	8%	-24%	11%	-15%	11%	0%
EPAC1 antag	0%	-7%	-16%	-7%	-7%	-11%	12%	-2%	-17%	3%
FUS yeast rescue	17%	-17%	25%	4%	14%	?	37%	?	45%&10%	5%
TDP43 rescue	-4%	3%	-12%	-3%	nt	32%	10%	-35%	-9%&0%	-16%
aSyn yeast inh	10%	0%	-6%	-4%	-6%	18%	-2%	-7%	12%	-1%
EPAC2 agonist	-1%	14%	10%	4%	0%	1%	3%	11%	0%	-1%

11	COc1ccc2c(c1)O[C@H](c1ccc3c(c1)OCO3)[C@@H](O)C2=O
12	Cc1cccc(N(C(=O)Nc2ccccc2)C2=NCC(C)S2)c1 (centres undefined)
13	Cc1ccccc1CN1CCCC(C(=O)Nc2ccccc2Oc2cccnc2)C1 (centres undefined)
14	O=C(CC[C@H]1O[C@@H](n2cnc3c(NC(=O)c4ccccc4)ncnc32)[C@H](O)[C@@H]1O)NCC1CCN(Cc2ccccc2)CC1
15	Cc1noc(C)c1COc1ccc(C(=O)OCC(=O)NC2CCCCC2C)cc1 (centres undefined)
16	CCOc1ccccc1OCCOCCOc1ccccc1[N+](=O)[O-]
17	COc1ccc(NC(=O)CN(C)C(=O)C(NC(=O)c2ccco2)C(C)C)cc1 (centres undefined)
18	O=C(CO/N=C/c1cccc([N+](=O)[O-])c1)NC1CCCCC1
19	O=C(NCC1CC1)C1Cc2c(-c3ccccc3Oc3ccccc3)ccnc2O1 (centres undefined)
20	CCOC(=O)/C(C#N)=C\C=C1C=CN(C)C=C1
screen / no.	11	12	13	14	15	16	17	18	19	20
PTHR1 agonist	-16%	-15%	i	-17%	-11%[57.5 µM]	-24%	-27%	i	-7%	-11%[57.5 µM]
EPAC1 ag	4%	1%	-4%	-4%	-12%	-1%	1%	-6%	-13%	26%
EPAC2 antagonist	?	9%	-6%	14%	12%	-26%	-10%	12%	4%	1%
EPAC1 antag	-3%	12%	-17%	11%	-17%	-19%	-10%	-4%	-20%	-10%
FUS yeast rescue	-7%	-10%	-11%	-23%	14%	nt	0%	18%	26%	-15%
TDP43 rescue	10%	19%	3%	-6%	?	24%	7%	2%	?	9%
aSyn yeast inh	3%	-4%	-2%	-7%	0%	10%	-2%	-2%	1%	1%
EPAC2 agonist	14%	1%	11%	7%	-5%	19%	-5%	8%	16%	27%

21	CC(=O)OCC(OC(C)=O)C(OC(C)=O)C(OC(C)=O)C(=O)Nc1ccc(C)cc1C (centres undefined)
22	COCCn1c(N)c(N(Cc2ccccc2)C(=O)CSCC(=O)Nc2ccc(OC)cc2)c(=O)[nH]c1=O
23	COCCNC(=O)C1(C)CCN(Cc2ccccc2C#N)C1 (centres undefined)
24	Cc1ccc(OCCC(=O)OCC(=O)Nc2ccc(F)cc2)cc1
25	CCCCNC(=O)C1c2ccccc2OCC(=O)N1CC(F)(F)F (centres undefined)
26	Cc1ccccc1Nc1nc(N)nc(COC(=O)c2ccc3c(c2)OCCO3)n1
27	COCC(=O)N(C)C[C@@H]1Oc2cc(-c3ccc(F)cc3)ccc2S(=O)(=O)N([C@H](C)CO)C[C@H]1C
28	CC(=O)Nc1cccc2c1C(=O)NC2=O
29	C#CCn1cc(CNC[C@H]2O[C@@H](n3cnc4c(=O)[nH]c(N)nc43)[C@H](O)[C@@H]2O)c2ccccc21
30	CN(C)C1=NCCN1CCCCc1ccccc1
screen / no.	21	22	23	24	25	26	27	28	29	30
PTHR1 agonist	0%[57.5 µM]	-25%	-13%	-80%	?	0%	-11%	-2%[57.5 µM]	-22%	i
EPAC1 ag	0%	-7%	-1%	-12%	-9%	5%	7%	-2%	8%	1%
EPAC2 antagonist	15%	12%	4%	-4%	-20%	-13%	-10%	9%	0%	-2%
EPAC1 antag	21%	3%	16%	-2%	-21%	-4%	-20%	16%	-2%	-6%
FUS yeast rescue	25%	2%	-22%	-6%	-2%	1%	19%	-6%	-3%	-28%
TDP43 rescue	20%	10%	-21%	12%	10%	?	5%	-1%	9%	-8%
aSyn yeast inh	-15%	1%	-16%	3%	8%	8%	-3%	-2%	0%	0%
EPAC2 agonist	1%	6%	13%	-2%	6%	4%	3%	-12%	7%	3%

31	CC(C)(C)C(=O)N1CCN(c2c(Cl)cccc2[N+](=O)[O-])CC1
32	CCn1c(CSc2nnc(-c3ccc4c(c3)OCO4)o2)nc2cc(S(=O)(=O)N(C)C)ccc21
33	C#CCSc1nc(C)cc(C(=O)OCC)c1C#N
34	Cc1c(CCC(=O)O)c(=O)oc2cc(OCc3ccccc3F)ccc12
35	CCC1(CC)N=C(c2ccccc2)C(=S)N1
36	CC1CC(=O)N(CC(=O)Nc2ccc(F)cc2F)c2ccccc2S1(=O)=O (centres undefined)
37	O=C(NCC(=O)N1CCN(c2ccccc2F)CC1)c1ccc(Br)o1
38	COc1ccc(C(=O)NNC(=O)CSc2nnc(C)n2CC2CCCO2)cc1 (centres undefined)
39	COc1ccc(S(=O)(=O)CCc2nnc(NC(C)=O)s2)cc1
40	CCN1C(=O)c2ccccc2S(=O)(=O)c2ccc(C(=O)NCC(OC)OC)cc21
screen / no.	31	32	33	34	35	36	37	38	39	40
PTHR1 agonist	-11%	i	-18%	i	i	-24%	-3%	i	i	-13%
EPAC1 ag	-12%	0%	7%	-5%	1%	7%	-2%	2%	-5%	-1%
EPAC2 antagonist	4%	9%	?	19%	-9%	-5%	-5%	6%	20%	0%
EPAC1 antag	1%	15%	8%	-15%	5%	5%	-6%	7%	9%	-12%
FUS yeast rescue	15%	42%	5%	3%	-24%	3%	6%	-1%	14%	-1%
TDP43 rescue	?	7%	14µM*	27%	18%	17%	14%	-4%[0.397 µM]	-9%	2%
aSyn yeast inh	-9%	-14%	-5%	19%	-2%	-1%	8%	-1%	1%	1%
EPAC2 agonist	1%	4%	10%	11%	2%	2%	1%	2%	3%	5%

41	CCOC(=O)NC(Nc1sc2c(c1C(=O)OC)CCN(C)C2)(C(F)(F)F)C(F)(F)F
42	CCOc1ccc(OCC(=O)Nc2ccccc2N2CCCC2)cc1
43	C[C@H](NC(=O)c1ccco1)C(=O)Nc1ccc(C#N)cc1
44	Cc1sc2nc(-c3ccc(Br)cc3)oc(=O)c2c1C
45	CC[C@@]1(c2ccccc2OC)ON(c2ccccc2C(F)(F)F)C1=O
46	OC(CNc1ccccc1)COc1ccc(OCC(O)CNc2ccccc2)cc1 (centres undefined)
47	Clc1cccc(Cl)c1CSc1nnc(-c2ccncc2)s1
48	CSCCC(NS(=O)(=O)c1ccccc1F)C(=O)N1CCCCCC1 (centres undefined)
screen / no.	41	42	43	44	45	46	47	48
PTHR1 agonist	-10%[57.5 µM]	-2%	i	i	-22%	i	-7%	-3%
EPAC1 ag	-2%	16%	3%	6%	-8%	3%	-1%	4%
EPAC2 antagonist	9%	-12%	4%	-11%	14µM*	-20%	3%	6%
EPAC1 antag	2%	6%	-1%	1%	-22%	?	-24%	-19%
FUS yeast rescue	-7%	21%	41%	-2%	-4%	33%	-25%	-11%
TDP43 rescue	8%	22%	-6%	19%	18µM*	-10%	28%	-7%
aSyn yeast inh	12%	2%	5%	0%	7%	16%	6%	-3%
EPAC2 agonist	-1%[15.6 µM]	0%	1%	6%	1%	-7%	14%	7%
